Tau ThT inhib = blocks human tau fibril formation measured by thioflavin T | P10636 | recombinant tau K18 P301L, heparin-induced fibrillization, ThT fluorescence | Potency, µM (doses to about 57.4 µM), inactives show top-dose activity, negative = inhibition, usual class: inhibitors | 2.1% of 270,000 active; also: % is scaled to controls: 0 for no effect and ±100 for the full control effect; nearly all actives have a fitted effect of over 55% in size
Target sequence (P10636 561-689 P618L limits assumed): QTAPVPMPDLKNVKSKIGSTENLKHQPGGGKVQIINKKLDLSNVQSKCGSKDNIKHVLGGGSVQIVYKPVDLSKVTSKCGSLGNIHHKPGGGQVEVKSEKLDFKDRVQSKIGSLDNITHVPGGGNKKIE
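Heparin-induced (20 uM) aggregation of recombinant human K18 P301L tau, 15 uM unlabeled with 0.24 uM labeled, pH 7 acetate buffer, 6 hr at 37 C with compound. Fibrils quantified by 30 uM ThT fluorescence after 1 hr ambient incubation.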
TRb-SRC2 inh = TRbeta-SRC2 interaction inhibition | Potency, µM (top dose mostly 106 µM), without a hit: top-dose activity change, negative = inhibition, actives largely listed as inhibitors | 0.065% of 280,000 active | TRbeta-SRC2 peptide binding, fluorescence polarization; receptor liganded with 1 µM T3 | P10828;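 also: plate controls were bound peptide for no effect and peptide without receptor for full effect; nearly all actives have a fitted effect of over 50% in size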
Target sequence (P10828 whole entry, looked up): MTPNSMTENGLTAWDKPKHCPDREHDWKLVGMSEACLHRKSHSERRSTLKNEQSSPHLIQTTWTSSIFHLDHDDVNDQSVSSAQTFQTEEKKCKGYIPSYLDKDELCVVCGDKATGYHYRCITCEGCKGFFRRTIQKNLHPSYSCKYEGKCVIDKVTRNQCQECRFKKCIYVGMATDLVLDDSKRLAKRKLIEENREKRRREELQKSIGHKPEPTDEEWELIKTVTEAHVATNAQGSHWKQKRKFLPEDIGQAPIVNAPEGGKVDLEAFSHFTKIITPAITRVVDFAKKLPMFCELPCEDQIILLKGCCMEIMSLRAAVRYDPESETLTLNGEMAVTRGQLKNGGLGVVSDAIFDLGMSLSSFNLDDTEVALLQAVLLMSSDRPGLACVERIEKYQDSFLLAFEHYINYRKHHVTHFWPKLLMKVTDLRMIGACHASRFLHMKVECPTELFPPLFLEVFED
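Binding of a 20-amino-acid Texas Red SRC2 peptide (20 nM) to TRb ligand-binding domain (0.6 uM) with agonist T3 at 1 uM was followed by fluorescence polarization after a 5 hr room-temperature incubation.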
L3MBTL1 inh = blocks human L3MBTL1 | Q9Y468 | AID 485360 | AlphaScreen L3MBTL1–H3K9me1 peptide binding | Potency, µM (doses to about 57.1 µM), without a hit: at the top dose activity, negative = inhibition, hits mostly inhibitors | 0.66% of 230,000 active; also: % is scaled to controls: 0 for no effect and ±100 for the full control effect; nearly all actives have a fitted effect of over 60% in size
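AlphaScreen assay: L3MBTL1 (50 nM final) was preincubated 30 min at room temperature with biotinylated H3(1-15)K9me1 peptide (75 nM final), then 30 min with library compounds; streptavidin donor and nickel chelate acceptor beads (10 ug/mL final) added, 30 min dark.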
RECQ1 inh = RECQ1 (human) helicase inhibition; RECQ1 DNA unwinding, red fluorescence kinetic read; Potency, µM (titrated, usually from 57.3 µM), for inactives: at the highest dose activity, negative = inhibition, actives largely listed as inhibitors; 0.54% of 240,000 active; AID 2549;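 also: plate controls were vehicle for no effect and no enzyme for full effect; nearly all actives have a fitted effect of over 30% in size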
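RECQ1T1 50 nM; forked duplex (20 bp + 30-nt ss tails) 200 nM, ATP 2 mM final; pH 8.0, 2 mM MgCl2, 2.5 ug/ml poly(dI-dC); 15 min compound preincubation; discontinuous kinetic read over 2 h at RT.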
Tau fluor counter = counter-screen for tau fibril formation inhibitors; tau K18 P301L (four-repeat tau fragment) Alexa594 fluorescence, heparin fibrillization; Potency, µM (series often up to 57.7 µM), without a hit: at the top dose activity change, negative = decrease; 0.93% of 280,000 active; AID 1463; also: % is scaled to controls: 0 for no effect and ±100 for the full control effect; nearly all actives have a fitted effect of over 55% in size
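Human K18 P301L tau (15 uM unlabeled plus 0.24 uM Alexa 594-labeled, final) in 100 mM sodium acetate pH 7 was mixed with compound and 20 uM heparin and incubated 6 hr at 37 C.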
Tau FP inhib = blocks human tau fibril formation measured by polarization; P10636; K18 P301L tau heparin fibrillization, Alexa594 FP, 6 h; Potency, µM (doses to about 57.7 µM), inactives show top-dose activity, negative = inhibition, usual class: inhibitors; 0.39% of 280,000 active; also: % is scaled to controls: 0 for no effect and ±100 for the full control effect; nearly all actives have a fitted effect of over 55% in size
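Human K18 P301L fragment (15 uM unlabeled plus 0.24 uM Alexa 594-labeled) in 100 mM sodium acetate pH 7 with compound, aggregation induced by 20 uM heparin for 6 hr at 37 C. ThT (30 uM) added for 1 hr, then Alexa 594 FP read.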
TexasRed fluor = alters Texas Red total fluorescence, flagging assay interference | AID 1479 | TRb/SRC2 Texas Red total fluorescence interference | Potency, µM (titrated, usually from 106 µM), without a hit: top-dose fluorescence change, negative = quenching | 0.29% of 280,000 active; active = well fitted curve in either direction with a large enough effect; inconclusive = small, poorly fitted or top-dose-only effect; also: % is scaled to controls: 0 for no effect and ±100 for the full control effect
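Human TRb ligand-binding domain at 0.6 uM with 20 nM Texas Red SRC2 peptide in Tris buffer containing 1 uM T3 and 5% DMSO, incubated with compound 5 h at ambient temperature. Total fluorescence (555/632 nm) calculated as parallel + 2 × perpendicular.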
HTT cytoprotect = cytoprotection in Huntington HTT-Q103 PC12 cell model | PC12 HTT-Q103 induced, cytoprotection, ATP luminescence, 40 h | AID 1471 | Potency, µM (doses to about 56.4 µM), for the others: cytoprotection (ATP increase), actives largely listed as activators | 0.14% of 230,000 active;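 also: % of control where 0% means no effect; nearly all actives have a fitted effect of over 45% in size; toxic huntingtin expression switched on by the ecdysone agonist tebufenozide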
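Huntington model: PC12 line, ecdysone-inducible HTTQ103 exon1–GFP, tebufenozide 100 nM. Test articles in a dose series. Endpoint luminescence from cellular ATP.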
* hit, by the source's call; i = inactive; ? = inconclusive; · = not tested or not shown; & = joins results of further samples; [ ] = remark or other dose. Unless noted, calls follow the shape of the dose curve; as a rule, active = well fitted curve in the direction sought with a large enough effect; inconclusive = small, poorly fitted or top-dose-only effect, or another doubt; inactive = no such curve, though single readings can be large; an effect the other way counts as inactive or inconclusive. Potency is read from the fitted curve at half-maximal effect. This is a subset; rates above refer to the full screens.

Each structure is followed by: HTT cytoprotect, Tau fluor counter, RECQ1 inh, TRb-SRC2 inh, L3MBTL1 inh, TexasRed fluor, Tau FP inhib, Tau ThT inhib
- O=[N+]([O-])c1ccccc1CCl
 : ?, ·, -5%, 1%, 8%, 0%, ·, ·
- NCCCCCC(=O)OC1N=C(c2ccccc2Cl)c2cc(Br)ccc2NC1=O (configuration not stated)
 : -14%, -6%, -12%, 6%, ·, -1%, -3%, -2%
- Cc1nc2ccccn2c1P(=S)(N1CCCCC1)N1CCCCC1
 : 6%, -2%, 3%, 5%, ·, -3%, 2%, -1%
- CNc1cc(Cl)c2nonc2c1[N+](=O)[O-]
 : -147%[inhibitor], ?, -5%, 2%, 0%, -4%, -9%, 11µM*
- C[C@H]1CCC/C=C/[C@@H]2C[C@H](O)C[C@H]2[C@H](O)/C=C/C(=O)O1
 : ·, ·, i, -1%, 14%&4%, ?, ·, ·
- Cc1cccc2sc(NC(=O)c3cccn(Cc4ccccc4)c3=O)nc12
 : ·, -24%, ·, -4%, ·, 0%, ?, -14%
- Cn1c(O)c(N=Nc2cccc(S(=O)(=O)N3CCOCC3)c2)c(=O)n(C)c1=O
 : 3%[10 µM], 6%, 13%, 5%, 10%, 0%, 9%, 5%
- COc1ccc2nc(NC3=NCCN3)sc2c1
 : ·, -9%, 6%, -3%, -1%, -5%, 1%, ?
- CCC12CN3CCN(CC(C3)/C1=N\O)C2
 : -15%[10 µM], 1%, i, 3%, 1%, 2%, 7%, 1%
- CN1C(=O)NC(=O)/C(=C/c2ccc([N+](=O)[O-])s2)C1=O
 : -16%[10 µM], ?, ?, -3%, ·, -19%, 28µM*, ·
- CC1Cc2cc3c(cc2C(c2ccc(N)cc2)=NN1)OCO3 (configuration not stated)
 : ·, ?, i, 1%, ·, -16%, -15%, ?
- Cc1ccc(NC(=O)COc2ccc(-n3ccnc3)cc2)cc1Cl
 : -8%, -29%, -5%, -14%, -2%, -1%, ?, -17%
- Cc1ccc(C2C(S(C)(=O)=O)=C(O)C(=O)N2c2ccccc2)cc1 (configuration not stated) (tested in a mixture with another compound)
 : 3%, -3%, 8%, -6%, 5%, -2%, 4%, -2%
- COc1cc2c(cc1O)C[C@H]1NCCc3cc4c(c-2c31)OCO4
 : ·, ?, -8%, -5%, 35µM*, -5%, -4%, 14µM*
- N#CC(C#N)=NNc1cccc(Cl)c1
 : -37%[inhibitor], ?, i, 11%, ·, -8%, ?, 4.5µM*

(further entries)
Each structure is followed by: HTT cytoprotect, Tau fluor counter, RECQ1 inh, TRb-SRC2 inh, L3MBTL1 inh, TexasRed fluor, Tau FP inhib, Tau ThT inhib
- O=C(COC(=O)Cc1ccccc1)Nc1cccnc1Cl
 : -5%[10 µM], -4%, i, 5%, -6%, -1%, -3%, -8%
- CCOc1ccccc1NC(=O)N1CCC2(CC1)OCCO2
 : 1%[10 µM], 0%, -3%, -17%, 4%, -5%, 9%, -4%
- CCN1CCN(CC(=O)c2c(C)n(Cc3ccccc3)c3ccc(OC)cc23)CC1
 : -23%, -10%, 0%, 2%, ·, -3%, -2%, -12%
- CC(C)C(=O)c1cn(Cc2ccccc2C#N)c2ccccc12
 : -13%[0.074 µM], -17%, -3%, -4%, 24%[11.4 µM], 1%, 2%, -11%
- COC1C(O)C(OC2CC[C@]3(C=O)C4C(OC(C)=O)C[C@@]5(C)C(C6=CC(=O)OC6)CC[C@]5(O)C4CC[C@]3(O)C2)OC(C)C1OC(C)=O (some centres not stated)
 : -28%, -9%, i, 5%, ·, 0%, -2%, -2%
- O=C(CCn1c(=O)oc2ccccc21)N1CCC2(CC1)OCCO2
 : -18%, -5%, i, 0%, 14%, -2%, -3%, -2%
- CNC(=O)Oc1ccc2c(c1)C1(C)CCN(C)C1N2C (configuration not stated)
 : -20%[1.9 µM], -7%, -1%, -8%, ·, -2%, -15%, -14%
- CCOC(=O)CC(SP(=O)(OC)OC)C(=O)OCC (configuration not stated)
 : -68%[inhibitor], ·, 0%, -3%, ·, -1%, ·, ·
- CSc1ccccc1C(=O)C1CCCN(Cc2ccn[nH]2)C1 (configuration not stated)
 : 22%[10 µM], -11%, -7%, 6%[53 µM], -7%, 0%[53 µM], -7%, -9%
- O=C(O)COc1ccccc1
 : -30%, ·, 0%, -5%, 1%, -1%, ·, ·
- Cc1c(N=Cc2c(O)n(C)c(=O)[nH]c2=O)c(=O)n(-c2ccccc2)n1C
 : 3%[10 µM], -3%, 2%, 9%, -3%, 0%, -2%, -3%
- Cc1cc(C=O)c(C)n1C1CC1
 : 20%[10 µM], -3%, -3%, -5%, -10%, -2%, -2%, -3%
- O=C1CCN(C(=O)C(Cl)Cl)N1
 : -38%, -6%, -3%, 8%, -20%, -4%, -10%, -4%
- CCC(=NCCCn1ccnc1)c1c(O)n(-c2ccccc2)c(=O)[nH]c1=O
 : -11%[10 µM], -4%, i, -7%, 3%, 0%, -2%, -3%
- Cc1cccc(OCC(=O)N2CCN(Cc3ccc4c(c3)OCO4)CC2)c1
 : -29%, 2%, i, 8%, 9%, 0%, 4%, -1%

An excerpt from above, limited to HTT cytoprotect.
smiles	HTT cytoprotect
O=C(CCn1c(=O)oc2ccccc21)N1CCC2(CC1)OCCO2	-18%
CNC(=O)Oc1ccc2c(c1)C1(C)CCN(C)C1N2C (configuration not stated)	-20%[1.9 µM]
CCOC(=O)CC(SP(=O)(OC)OC)C(=O)OCC (configuration not stated)	-68%[inhibitor]

(further entries)
Each structure is followed by: HTT cytoprotect, Tau fluor counter, RECQ1 inh, TRb-SRC2 inh, L3MBTL1 inh, TexasRed fluor, Tau FP inhib, Tau ThT inhib
- CN1CCN2c3ccc(N)cc3CC3(C(=O)NC(=O)NC3=O)C2C1 (configuration not stated)
 : -11%[10 µM], -22%, 8%, 2%, ·, 2%, -12%, ·
- O=C(NCNC(=O)N[C@H]1C(=O)NC(=O)N1CO)N[C@H]1C(=O)NC(=O)N1CO
 : -41%[inhibitor][17.1 µM], ·, -4%[25.9 µM], -3%[53 µM], ·, -6%[53 µM], ·, ·
- CC(C)Cc1nc(N2CCNCC2)c(C#N)c2c1CCC2
 : -9%[10 µM], -4%, i, -2%, 13%, -1%, 5%, -8%
- C/C(=C\[C@@H](N)C(=O)O)CP(=O)(O)O
 : ?, -5%, -6%, -7%, ·, 0%, -3%, -9%
- CN(C)C(=O)Oc1ccc(OCc2n(C)c3ccccc3[n+]2C)cc1
 : ·, 7%, -1%, -4%, 4%, -1%, 5%, 5%
- C[C@H](N)CN1CCc2ccc(Br)cc21
 : 1%[1.9 µM], -11%, -8%, 5%, ·, -2%, 0%, -14%
- O=c1[nH]c(=O)n(CCC2=CCCCC2)c(O)c1/C=N/N1CCOCC1
 : -22%[10 µM], 3%, -17%, 1%, 5%, -3%, 6%, -6%
- CC(=NCCCO)c1c(O)[nH]c(=O)[nH]c1=O
 : 6%[10 µM], 6%, i, -7%, -1%, -3%, 4%, 2%
- C=CC1CN2CCC1CC2c1[nH]c2ccccc2c1CCO (configuration not stated)
 : ·, 2%, 3%, -2%, -6%, 5%, -5%, -1%
- COc1ccc(C(=O)O[C@H]2CC[C@@]3(C)C4CCC5[C@]6(O)C[C@H](O)[C@@]7(O)C(CN8C[C@@H](C)CC[C@H]8[C@@]7(C)O)[C@]6(O)C[C@@]53O[C@@]42O)cc1OC (some centres not stated)
 : -15%&-2%, -4%&1%, 4%&16%, -1%&-1%, ·, -1%&-2%, -2%&3%, -4%&-1%
- C=C1C(=O)O[C@@H]2C[C@@H](C)[C@@H]3C4OC4C(=O)[C@@]3(C)[C@@H](O)[C@H]12 (some centres not stated)
 : 37%[10 µM], -10%, -4%, -16%, ·, 0%, 7.9µM*, 13µM*
- CCCCn1c(O)c(C(C)=NCCCn2ccnc2)c(=O)[nH]c1=O
 : -24%, -6%, 7%, -18%, ·, 1%, -5%, -6%
- CCCCn1c(O)c(C(CC)=NCc2ccco2)c(=O)[nH]c1=O
 : -12%, 0%, i, 5%, ?, 3%, 7%, 0%
- COc1ccc(N2C(=O)NC(=O)/C(=C/c3ccc(N4CCOCC4)cc3)C2=O)cc1
 : -52%, -12%, i, 7%, -6%, 3%, -6%, ?
- COc1ccc(CN2C(=O)NC(=O)/C(=C\c3cc(OC)c(OC)c(OC)c3)C2=O)cc1
 : -26%, -7%, -17%, -1%, ·, 0%, -3%, ?

(more compounds)
Each structure is followed by: HTT cytoprotect, Tau fluor counter, RECQ1 inh, TRb-SRC2 inh, L3MBTL1 inh, TexasRed fluor, Tau FP inhib, Tau ThT inhib
- CC(=NCC1CCCO1)c1c(O)n(C)c(=O)n(C)c1=O (configuration not stated)
 : 1%, -2%, i, -4%, 2%, -1%, -9%, -6%
- COc1cc(CCN)ccc1O
 : -23%, 0%&1%, -9%&12%, 1%&4%, -13%, -6%&-2%, 2%&-3%, 1%&0%
- CC1(C)CC2(CCO1)NCCN1C(=O)CSC12 (configuration not stated)
 : 20%[10 µM], 6%, -18%, -10%, 1%, 0%, 1%, -1%
- CCC(=NCc1ccco1)c1c(O)n(-c2ccc(C)cc2)c(=O)[nH]c1=O
 : -19%, 1%, i, -8%, -4%, -1%, -2%, 0%
- CCOc1ccc(NC(=O)c2cc3c(C)nn(-c4ccccc4)c3s2)cc1
 : ·, ?, ·, 6%, ·, 1%, ?, -9%
- O=C(c1ccc(Cl)cc1)C1CCCN(Cc2cccc3cccnc23)C1 (configuration not stated)
 : -16%[10 µM], -4%, 10%, -9%, 20%, -10%, 2%, 2%
- COC(=O)[C@@]1(Cc2ccccc2)[C@H]2c3cc(C(=O)N(C)C)[nH]c3C[C@H]2CN1C(=O)c1ccccc1
 : 1%, -12%, -7%, -3%, ·, -1%, -2%, -13%
- COc1ccc2oc3c(c2c1)NC(=O)CN=C3c1ccccc1
 : 7%[10 µM], -19%, -16%, 6%, 2%, 1%, -6%, -16%
- CCN(CC)c1ccc(CNCCc2ccc(F)cc2)cc1
 : -32%, -11%, i, 5%, -21%, -3%, 11%, -4%
